Compound activity as filed in PubChem BioAssay.
PTHR1 agonist: PTHR1 (human) receptor agonism. AID 743266. hit rate 0.075% among 410,000. HEK293 GP2 PTHR1 cells, GloSensor cAMP luminescence, 1 h. Q03431. Potency, µM (doses to about 115 µM), for inactives: at the highest dose activation, hits mostly activators; active = well fitted activation curve with a large enough effect; inconclusive = small, poorly fitted or top-dose-only effect, or another doubt; inactive = no such curve, though single readings can be large or run the other way; also: potency is read from the fitted curve at half-maximal effect; nearly all actives have a fitted effect of over 55% in size; some results filed as inactive show a strong effect at the top dose; inactives centre near -15; many of its hits are not listed in these tables
Target sequence (Q03431 whole entry, looked up): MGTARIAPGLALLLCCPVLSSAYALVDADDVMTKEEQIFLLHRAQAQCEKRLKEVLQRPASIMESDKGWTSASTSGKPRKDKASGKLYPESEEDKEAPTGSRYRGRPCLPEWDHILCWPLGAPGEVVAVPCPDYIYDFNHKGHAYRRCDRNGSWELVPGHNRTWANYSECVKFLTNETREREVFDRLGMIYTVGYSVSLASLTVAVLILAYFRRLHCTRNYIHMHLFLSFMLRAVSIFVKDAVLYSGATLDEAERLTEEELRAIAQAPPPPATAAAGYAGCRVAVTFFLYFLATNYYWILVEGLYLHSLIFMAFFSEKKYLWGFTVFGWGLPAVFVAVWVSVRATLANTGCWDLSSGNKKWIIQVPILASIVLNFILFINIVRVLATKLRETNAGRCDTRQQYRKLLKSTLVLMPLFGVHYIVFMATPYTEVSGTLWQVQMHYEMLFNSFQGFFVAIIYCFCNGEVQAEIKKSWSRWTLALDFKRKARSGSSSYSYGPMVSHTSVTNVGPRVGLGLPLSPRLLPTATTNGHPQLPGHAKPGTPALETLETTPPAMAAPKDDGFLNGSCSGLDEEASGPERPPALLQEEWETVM
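HEK-293-derived GP2 cells expressing PTHR1 and a GloSensor cAMP reporter, 3,000/well, plated overnight, given luciferin plus IBMX (each 0.5 mM as added) for 1 h at 37 °C, then compound for 1 h at 37 °C. Luminescence was read after 15 min at room temperature.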
DRD3 agonist: activates the human D3 dopamine receptor; P35462; D3R DiscoveRx beta-arrestin cells, luminescence, 90 min; max activation, %; hit rate 0.58% among 410,000; AID 652048; in the data active = max activation above about 30%; also: 0% is about no effect; mostly tested at two doses, the higher about 12 µM
Target sequence (P35462 whole entry, looked up): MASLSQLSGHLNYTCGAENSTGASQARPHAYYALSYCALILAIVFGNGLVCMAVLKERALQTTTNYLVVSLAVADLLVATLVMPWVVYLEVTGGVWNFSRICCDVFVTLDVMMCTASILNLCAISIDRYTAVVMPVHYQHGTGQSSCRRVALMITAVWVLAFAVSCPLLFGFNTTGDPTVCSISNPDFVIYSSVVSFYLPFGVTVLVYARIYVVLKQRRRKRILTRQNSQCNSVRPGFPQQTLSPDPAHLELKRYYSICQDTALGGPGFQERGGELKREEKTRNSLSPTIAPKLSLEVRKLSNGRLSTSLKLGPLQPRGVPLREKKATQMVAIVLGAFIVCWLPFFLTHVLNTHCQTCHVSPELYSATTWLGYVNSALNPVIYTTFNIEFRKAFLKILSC
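Agonist mode: compounds and dopamine controls were applied to plated cells for 90 min at 37 degrees C after an overnight attachment at 1500 cells/well. Luminescent read-out followed 30 - 60 minutes at room temperature with DiscoveRx detection reagent.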
Numbers without * were called inactive; i = inactive; ? = inconclusive; [ ] = dose if it differs, or a comment.

SMILES	PTHR1 agonist	DRD3 agonist
COc1cc(OC)c(NC(=O)c2cc3c(=O)oc4ccc(C)cc4c3s2)cc1Cl	-28%	-8
COc1ccc(-c2c(C)c3ccc(O)c(CN4CCCC4)c3oc2=O)cc1	-24%	3
Cc1cc(C)cc(NC(=O)NCc2noc3ccccc23)c1	i	-1
COc1ccc(NC(=O)Cn2c(=O)n(-c3ccc(Cl)cc3)c(=O)c3c(C)c(C(=O)N(C)C)sc32)cc1Cl	i	1
CCOC(=O)c1c(C)[nH]c(C)c1S(=O)(=O)NCC(=O)NCc1ccc(C)cc1	-43%	0
Cc1cc(C)n(-c2nnc(Nc3ccc(C(C)C)cc3)c3ccccc23)n1	i	-12
O=c1cc(-c2ccccc2)n2c(SCc3ccccc3)nnc2[nH]1	-17%	-2
COc1ccccc1CCNC(=O)C(=O)NCC(c1ccco1)S(=O)(=O)c1ccc(C)cc1 (stereo unspecified)	-23%	-21
O=C(c1cc2ccccc2oc1=O)N1CCN(c2ccc(Cl)cc2)CC1	-13%	17
O=C(NCCC1=CCCCC1)C1CCN(C(=O)N2CCOc3ccc(Cl)cc32)CC1	i	-4
Cc1ccc(-c2noc(-c3ccc(N4CCN(C)CC4)c([N+](=O)[O-])c3)n2)cc1	i	-14
COc1ccc(C)cc1Nc1nc2c(S(=O)(=O)c3cc(C)ccc3C)nnn2c2ccsc12	-22%	-2
Cc1cc(C)cc(N2C(=O)CS(=O)(=O)C23C(=O)N(Cc2ccccc2)c2ccccc23)c1 (stereo unspecified)	i	5
COc1cccc(C(=O)N(Cc2nc(-c3ccc(Cl)cc3)no2)C(C)C)c1OC	-28%	4
Cc1cc(-n2c(C)nc3ccccc3c2=O)ccc1NC(=O)c1cccc([N+](=O)[O-])c1C	-14%	-14
CC(C)CSc1nnc(-c2ccccc2)c(-c2ccccc2)n1	-5%	-8
CCc1ccc(C2c3c(-c4cc(C)ccc4O)n[nH]c3C(=O)N2CCO)cc1 (stereo unspecified)	i	7
COc1ccc2c(C)c(CCC(=O)NCCc3ccc(Cl)cc3)c(=O)oc2c1	-43%[inhibitor]	-4
CCCN(C(=O)c1cc2c(=O)oc3ccccc3c2s1)c1ccc(CC)cc1	-13%	8
Cc1ccc(-c2nn(CC(=O)Nc3cccc(C(F)(F)F)c3)c(=O)c3ccccc23)cc1	i	6
CCOC(=O)c1c(S(=O)(=O)N2CCN(c3ccccc3OC)CC2)c(C)n(C)c1C	i	-2
COc1cccc(NC(=O)CSC2=Nc3ccccc3C3=NC(CC(=O)NCCc4ccccc4)C(=O)N23)c1 (stereo unspecified)	-22%	-3
COc1ccc(C(=O)NCCc2sc(-c3ccc(F)cc3)nc2C)cc1OC	-14%	-5
CC(=O)Nc1c(C(=O)Nc2cccc(C)c2)nnn1-c1ccc(C)cc1	-37%[inhibitor]	0

The list goes on; it opens with the 3 that closed the last part.
SMILES	PTHR1 agonist	DRD3 agonist
COc1cccc(NC(=O)CSC2=Nc3ccccc3C3=NC(CC(=O)NCCc4ccccc4)C(=O)N23)c1 (stereo unspecified)	-22%	-3
COc1ccc(C(=O)NCCc2sc(-c3ccc(F)cc3)nc2C)cc1OC	-14%	-5
CC(=O)Nc1c(C(=O)Nc2cccc(C)c2)nnn1-c1ccc(C)cc1	-37%[inhibitor]	0
O=C(Nc1ccc(F)c(F)c1)C1CCCN1S(=O)(=O)c1cccc2nsnc12 (stereo unspecified)	i	4
Cc1cccc(N(C)C(=O)C2CCC(CNS(=O)(=O)c3cccc4nsnc34)CC2)c1 (stereo unspecified)	i	9
COc1cccc(CNC(=O)c2ccc3c(c2)nc2n3CCOC2)c1OC	8%	6
Cc1nc(SCC(=O)Nc2ccc(C)c(Cl)c2)cc(-c2ccccc2)n1	-45%[inhibitor]	17
CCSc1ncc(Cl)c(C(=O)Nc2c(C(=O)c3ccc(C)c(F)c3)oc3ccccc23)n1	i	-17
CC(C)CCN(C(=O)Nc1ccc(Cl)c(Cl)c1)C(C)c1cccs1 (stereo unspecified)	-39%[inhibitor]	4
Cc1ccc(NS(=O)(=O)c2cc(-c3cc(C)no3)ccc2C)c(Cl)c1	-23%	5
Cc1ccccc1CN1c2ccccc2S(=O)(=O)c2ccccc21	-35%[inhibitor]	-10
CCc1cccc(C)c1NC(=O)CSc1nc2ccccc2nc1N1CCOCC1	-2%	-5
Cc1c(Cl)cccc1NC(=O)CSc1ncnc2c1sc1ccccc12	i	4
FC(F)(F)c1cccc(N2CCN(Cc3nnc(-c4ccc5c(c4)OCO5)o3)CC2)c1	-23%	-8
O=C(Nc1ccccc1C(=O)OCc1cc(=O)n2ccsc2n1)c1ccc(Cl)cc1	i	-7

Continued, overlapping the part above by 5 compounds.
SMILES	PTHR1 agonist	DRD3 agonist
Cc1ccccc1CN1c2ccccc2S(=O)(=O)c2ccccc21	-35%[inhibitor]	-10
CCc1cccc(C)c1NC(=O)CSc1nc2ccccc2nc1N1CCOCC1	-2%	-5
Cc1c(Cl)cccc1NC(=O)CSc1ncnc2c1sc1ccccc12	i	4
FC(F)(F)c1cccc(N2CCN(Cc3nnc(-c4ccc5c(c4)OCO5)o3)CC2)c1	-23%	-8
O=C(Nc1ccccc1C(=O)OCc1cc(=O)n2ccsc2n1)c1ccc(Cl)cc1	i	-7
Cn1c(C(=O)NCCc2ccccc2)cc2sc(Cl)cc21	-47%[inhibitor]	-23
CCCCC(=O)Nc1nnc(S(=O)(=O)N(CC)c2cc(C)cc(C)c2)s1	i	0
Cc1ccc(-n2nc(C(=O)N(C)c3ccccc3Cl)c3c4ccccc4n(C)c3c2=O)cc1	-45%[inhibitor]	-15
CCOc1cccc(C2c3[nH]c4ccccc4c3CCN2C(=O)CCc2ccccc2)c1 (stereo unspecified)	i	2
CC(C)(C)OC(=O)N1CCC(c2c(C(=O)NCc3ccco3)cnn2-c2ccccc2)CC1	-12%	5
COc1ccc2c(c1)c(=O)c(C(=O)c1ccc(F)cc1)cn2CC(=O)Nc1ccc2c(c1)OCCO2	i	1
COc1ccc(NC(=O)c2ccc3c(c2)CCN3S(=O)(=O)c2ccc(C)cc2)cc1Cl	i	-4
Cc1cccc(C)c1-n1ncc(C(=O)NCCN2CCN(C)CC2)c1C1CCN(C(=O)OC(C)(C)C)CC1	-8%	0
CCn1c(SCC(=O)Nc2cc(C)ccc2F)nnc1-c1ccccc1O	-20%	-33
COc1ccc(-n2nc3cc(C)c(NC(=O)COc4cccc(C)c4)cc3n2)cc1	-10%	6
CCOC(=O)c1cc(OC(=O)c2cccc(F)c2)n(-c2ccccc2)n1	-15%	3
COc1ccc(C2=C(N3CCN(c4cccc(C)c4)C(C)C3)c3ccccc3C2=O)cc1 (stereo unspecified)	i	10
CN(C)c1ccc(CNC(=O)c2ccccc2NC(=O)c2nsc3ccccc23)cc1	i	-11
O=C1C(=O)N(C2CCN(S(=O)(=O)c3ccccc3)CC2)CCN1Cc1ccccc1	-6%	1
Cc1ccccc1Cn1cc(CCC(=O)NC(C)c2ccccc2)c2ccccc21 (stereo unspecified)	-10%	-11
COc1cc(NC(=O)c2cc3c(=O)n(Cc4cccs4)ccc3nc2C)cc(OC)c1OC	-56%[inhibitor]	-18
Cc1cc(=O)n(CC(=O)Nc2ccc([N+](=O)[O-])cc2)c(-n2nc(C)cc2C)n1	i	2
CN1CCN(C(=O)c2cnn(-c3cccc(F)c3)c2C2CCN(C(=O)OC(C)(C)C)CC2)CC1	-21%	3
Cc1c(NC(=O)c2ccc(OC(C)C)cc2)cccc1-c1nc2ncccc2o1	-48%[inhibitor]	6
O=C(CN1N=C(c2ccc(Cl)cc2)CCC1=O)NCc1ccc(F)cc1	i	-2
CCc1nc2cccnc2n1-c1ccc(CC(=O)Nc2c(C)cccc2C)cc1	-16%	5
COc1cccc(N2CCN(C(=O)C3CCCN(S(=O)(=O)c4cccc5nsnc45)C3)CC2)c1 (stereo unspecified)	-24%	13
CNS(=O)(=O)c1cn(CC(=O)Nc2ccc(OC)c(Cl)c2)cc1S(=O)(=O)NC	i	-9
CCOc1ccc(NC(=O)CSc2nc3c(oc4ccccc43)c(=O)n2-c2ccccc2C)cc1	?	8

One compound at a time, as listed above. Order of values: PTHR1 agonist | DRD3 agonist
Entry for CN(C)c1ccc(CNC(=O)c2ccccc2NC(=O)c2nsc3ccccc23)cc1 → i | -11
Entry for CN1CCN(C(=O)c2cnn(-c3cccc(F)c3)c2C2CCN(C(=O)OC(C)(C)C)CC2)CC1 → -21% | 3

Next part
SMILES	PTHR1 agonist	DRD3 agonist
COc1ccccc1NC(=O)C1=C(C)Nc2nc(SCc3ccccc3F)nn2C1c1cccnc1 (stereo unspecified)	i	-10
CC(NC(=O)c1c(O)nc2ccccn2c1=O)c1ccccc1 (stereo unspecified)	?	-4
CCc1ccc(CNC(=O)Cn2nc(C)c3c(C)n(-c4ccc(C)cc4)nc3c2=O)cc1	i	7
CCOc1ccc(-n2c(SCC(=O)NC3CCCCC3)nc3c([nH]c4ccccc43)c2=O)cc1	-4%	9
COc1cccc(Cn2c(CNC(=O)c3cc([N+](=O)[O-])ccc3Cl)nc3cccnc32)c1	-54%[inhibitor]	-13
O=C(NC1CCCC1)c1ccc2c(c1)N(Cc1c(F)cccc1Cl)C(=O)c1ccccc1S2	i	3
Cc1ccc2c(=O)cc(C(=O)Nc3sc4c(c3C(=O)NCc3ccccc3)CCCC4)oc2c1C	i	8
COc1ccc2cc3cc(C(=O)N4CCN(c5ccc(C(C)=O)cc5)CC4)sc3nc2c1Cl	i	-6
CCCCNC(=O)c1c(-c2ccccc2)c(-c2ccccc2)nn(C)c1=O	-11%	7
CC(CNC(=O)c1ccc2c(c1)nc1n2CCCCC1)c1ccccc1 (stereo unspecified)	-72%	0
COc1ccccc1CNc1ccc(-c2nc(-c3cccc(C)c3)no2)cc1[N+](=O)[O-]	-97%[inhibitor]	3
CCOC(=O)c1ccc(NC(=O)CCc2c(C)n(CC)c3cc(-c4ccccc4OC)nn3c2=O)cc1	i	0
CCOc1ccc(C2C(C(N)=O)=C(C)Nc3nc(SCc4ccccc4F)nn32)cc1 (stereo unspecified)	-6%	-14
CC(=O)N1CCCc2cc(S(=O)(=O)NCc3ccc(OC(C)C)cc3)ccc21	-26%	-2
Cc1cc(NC(=O)C(C)(C)Oc2ccc(Cl)cc2)cc(-c2nc3ncccc3o2)c1O	-16%	1
CCOc1ccc(CNc2cc(C)nc3nc(-c4cccc(C)c4)nn23)cc1OC	-22%	1
CCOC(=O)c1c(NC(=O)CSc2cn(CCNC(=O)c3ccc(OC)c(OC)c3)c3ccccc23)sc2c1CCC2	i	-5
CCOc1ccccc1N(C)C(=O)Cn1nc(Cc2ccncc2)c2ccccc2c1=O	i	-6
CCCCOC(=O)c1c(N)n(-c2ccc(OC)cc2OC)c2nc3ccccc3nc12	i	3
Cn1c(=O)c2c(n3ncnc13)NC(=O)CC2c1cccc(F)c1 (stereo unspecified)	i	7
CCOC(=O)c1ccccc1NC(=O)c1nn(-c2ccc(C)cc2)c(=O)n(C)c1=O	-1%	-16
CCCn1c(=O)c2c(nc3n2CCN3c2ccc(C)cc2)n(C)c1=O	-7%	13
Cc1ccc(-c2nnc(Nc3ccc(Cl)cc3)c3ccccc23)cc1S(=O)(=O)N1CCOCC1	-10%	10
O=C1c2[nH]nc(-c3ccccc3O)c2C(c2cccc(OCc3ccccc3)c2)N1CCO (stereo unspecified)	?	9
CCc1ccc(Oc2nc3c(C)cccn3c(=O)c2/C=C(\C#N)c2nc3ccccc3[nH]2)cc1	i	14
CSc1nc(=O)c2c(n1C)NC(=O)CC2c1cc(F)cc(F)c1 (stereo unspecified)	-5%	2
COc1cccc(N2CCN(C(=O)Cn3ncc4c(=O)oc5ccccc5c43)CC2)c1	-95%[inhibitor]	-10
CCCCOc1ccc(S(=O)(=O)n2nc(C)c(S(=O)(=O)N3CCCCCC3)c2C)cc1	-9%	0
CSc1ccc(-c2nc3cccc(C)n3c2Nc2ccc3c(c2)OCO3)cc1	-23%	-4
COc1ccccc1CNC(=O)C(=O)NCC(c1cccnc1)N1CCN(c2ccc(F)cc2)CC1 (stereo unspecified)	-25%	9
COc1ccc2c(c1)CC(C(=O)Nc1cc(Cl)ccc1C)CO2 (stereo unspecified)	?	68*
O=C(Nc1cccc(Cl)c1Cl)c1cc(S(=O)(=O)N2CCCc3ccccc32)ccc1F	i	-1
O=C(O)c1ccc(N2C(=O)c3[nH]nc(-c4ccccc4)c3C2c2cccc(F)c2)cc1 (stereo unspecified)	-9%	1
CCn1c(=N)n(CC(O)COc2ccccc2)c2ccccc21 (stereo unspecified)	i	-1
COc1ccc(OCC(=O)Nc2cccc(-c3nc4ccccc4s3)c2C)cc1	-13%	9
Cc1nn(-c2ccccc2)c(OC(=O)c2ccccc2)c1S(=O)(=O)c1ccccc1	-51%[inhibitor]	0
Cc1cccn2c(=O)c(/C=C(\C#N)c3nc4ccccc4n3C)c(Oc3ccc(Br)cc3)nc12	i	3
CCc1ccc(NC(=O)Cn2c(=O)n(-c3cc(C)cc(C)c3)c(=O)c3oc4ccccc4c32)cc1	?	-9

Rewritten with each value named: part of the list above
> CCn1c(=N)n(CC(O)COc2ccccc2)c2ccccc21 (stereo unspecified)
  PTHR1 agonist: i | DRD3 agonist: -1
> COc1ccc(OCC(=O)Nc2cccc(-c3nc4ccccc4s3)c2C)cc1
  PTHR1 agonist: -13% | DRD3 agonist: 9

Not all compounds are listed (hit frequency here may not be typical).
